# PERK inhibitor = human PERK inhibition, primary cell-based screen | Q9NZJ5 | CHO PERK-DD fusion, SEAP luminescence translation reporter | inhibition, % at 5.6 µM | 220,000 compounds, 0.17% hits;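 active = inhibition above the mean inhibition of all tested compounds plus 3 SD, set separately per screening campaign, cut at about 2.9% in these data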;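 also: PERK kinase domain activated by AP20187 dimerizer at 100 nM; 0% = DMSO with dimerizer and 100% = rapamycin at 8.4 µM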
# TNF necrop inh = TNF-alpha cell death inhibition in Jurkat FADD-/- cells; 220,000 compounds, 0.068% hits; Jurkat FADD-/- TNF necroptosis rescue, ATP luminescence, 24 h; 0 = TNF only, 100 = no-TNF cells; AID 463075; activation (protection from cell death), % at 10 µM;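 active = activation, meaning protection from cell death, of at least 50% relative to plate controls; inactive = activation below 50%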;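 also: necroptosis triggered by 40 ng/mL TNF-alpha added together with compound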
# eIF4E 4G PPI = blocks eIF4E binding to eIF4G. inhibition, % at 21.7 µM. TR-FRET eIF4E-eIF4GI(517-606) binding, 2 h. 220,000 compounds, 0.37% hits. AID 782;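 active = inhibition above about 30%, limit read from the data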;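 also: 0% = full FRET control wells and 100% = background wells lacking eIF4GI fragment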
# zVAD death inh = L929 zVAD cell death inhibition | L929 zVAD necroptosis rescue, ATP luminescence, 24 h; with zVAD 60 µM | viability rescue, % at 10 µM | 220,000 compounds, 0.38% hits | AID 1377;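 active = activation, scaled between plate controls, above about 75%, limit read from the data; inactive = activation under that limit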;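 also: 0% = zVAD with DMSO and 100% = DMSO alone without zVAD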
# m-calpain inh = calpain II (pig) inhibition. purified calpain II, fluorogenic peptide substrate, 30 min. inhibition, % at 16 µM. 220,000 compounds, 0.37% hits;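 active = inhibition above about 50%, limit read from the data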
# EBV gp42 block = inhibitors of Epstein-Barr virus glycoprotein 42 | Fluorescence polarization binding assay, mP read-out | 220,000 compounds, 0.42% hits | inhibition, % (tested at 21.74 µM) | Q1HVG2 | AID 1085; in the data active = inhibition above about 50%
# Target sequence (Q1HVG2 whole entry, looked up): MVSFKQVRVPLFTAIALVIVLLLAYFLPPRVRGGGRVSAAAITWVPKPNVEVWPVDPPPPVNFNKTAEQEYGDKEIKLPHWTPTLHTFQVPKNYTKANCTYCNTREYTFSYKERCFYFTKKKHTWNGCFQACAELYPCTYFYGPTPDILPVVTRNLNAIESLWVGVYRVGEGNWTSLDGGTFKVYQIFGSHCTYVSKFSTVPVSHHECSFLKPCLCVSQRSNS
# Rad51 HR inh = blocks human Rad51 in homologous recombination; 200,000 compounds, 0.085% hits; inhibition, % at 10 µM; hRad51 DNA strand exchange, fluorescence dequenching; Q06609;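 active = inhibition above 40% at the single screening dose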;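 also: 0% = DMSO control wells and 100% = blanks with heterologous ssDNA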
# Target sequence (Q06609 whole entry, looked up): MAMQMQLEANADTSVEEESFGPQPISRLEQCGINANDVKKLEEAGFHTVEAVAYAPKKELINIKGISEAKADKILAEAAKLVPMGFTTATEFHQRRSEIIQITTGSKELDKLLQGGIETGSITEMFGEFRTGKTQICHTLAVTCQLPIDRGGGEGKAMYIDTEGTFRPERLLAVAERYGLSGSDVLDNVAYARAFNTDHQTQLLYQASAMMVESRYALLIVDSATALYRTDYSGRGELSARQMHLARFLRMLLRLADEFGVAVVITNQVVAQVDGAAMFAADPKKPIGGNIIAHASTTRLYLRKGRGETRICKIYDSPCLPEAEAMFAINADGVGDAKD
#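 Test system – preformed human Rad51 ssDNA filaments · Reagent – Donor/quencher-labelled 47-bp dsDNA substrate · Incubation – 37 °C 15-min filament assembly, 30-min compound preincubation, 15-min exchange · Signal – FRET fluorescence dequenching, excitation 485 nm, emission 520 nm · Read-out – percent inhibition from fluorescence, normalised to plate control and blank means · Benchmarks – plate control and blank wells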
# KCC2 mod = modulates chloride dependent transport by human KCC2; Q9H2X9; KCC2 cells, thallium flux FluoZin-2 fluorescence; B-score of Tl+ flux slope (higher = more flux/activation; lower = inhibition) at 10 µM; 190,000 compounds, 2.2% hits; AID 1456;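 active = thallium flux slope and its plate-corrected score both differing from the plate sample mean at a set confidence after two filtering rounds, in either direction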;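 also: slope of fluorescence scaled to starting intensity during 10 to 20 s after thallium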
# Mdm2 ligase inh = blocks human Mdm2 ubiquitin ligase activity; Q00987; cell-based MDM2 ubiquitination luciferase reporter, 2 h; 0 = plate control, 100 = twice control, blank-subtracted; signal enhancement, % at 5 µM; 210,000 compounds, 0.11% hits; AID 1230;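 active = signal enhancement of 30% or more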;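 also: luminescence tracks abundance of the self-degrading MDM2-luciferase fusion protein; higher signal means inhibition of MDM2 E3 ligase activity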
# Target sequence (Q00987 whole entry, looked up, the tested form may be a part): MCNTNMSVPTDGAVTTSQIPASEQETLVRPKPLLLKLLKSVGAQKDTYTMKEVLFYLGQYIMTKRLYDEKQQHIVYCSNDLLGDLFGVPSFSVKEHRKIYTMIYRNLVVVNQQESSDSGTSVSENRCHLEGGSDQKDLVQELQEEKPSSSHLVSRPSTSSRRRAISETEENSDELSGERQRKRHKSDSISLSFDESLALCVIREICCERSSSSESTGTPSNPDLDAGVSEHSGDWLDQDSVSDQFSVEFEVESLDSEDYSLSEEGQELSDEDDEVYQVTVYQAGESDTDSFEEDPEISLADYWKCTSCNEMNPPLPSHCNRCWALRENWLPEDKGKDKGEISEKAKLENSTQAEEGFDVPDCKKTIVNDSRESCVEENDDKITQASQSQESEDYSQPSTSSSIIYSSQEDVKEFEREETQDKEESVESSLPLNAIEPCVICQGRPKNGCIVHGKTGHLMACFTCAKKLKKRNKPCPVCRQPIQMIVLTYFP
#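 Assay system: stable mammalian line carrying autodegrading MDM2–luciferase fusion reporter; amount: 2000 cells seeded into each well; buffer or medium: DMEM; benchmarks: plate control and blank wells; signal: luciferase luminescence; timing: 2 h compound exposure at 37 °C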
# An asterisk follows results filed as active; · = no result given; [ ] = remark or other dose.
SMILES,PERK inhibitor,TNF necrop inh,eIF4E 4G PPI,zVAD death inh,m-calpain inh,EBV gp42 block,Rad51 HR inh,KCC2 mod,Mdm2 ligase inh
O=C(CSc1nnnn1C1CCCCC1)Nc1ccc(F)cc1,2.5,2.1,4.7,0.5,15.5,-14.1,·,0.411,3.7
COc1ccccc1C(=O)NNC(=O)c1ccccc1[N+](=O)[O-],-0.6,1.4,-1.2,0.3,22.4,-0.9,-11.4,0.795,-8.1
COC(=O)c1sc(-c2ccc(C(C)(C)C)cc2)cc1NC(=O)CSCC(=O)O,0.9,-1.8,-5.0,0.8,36.2,14.8,·,-0.726,-0.8
CN(C)c1ccc(Nc2c3c4c(cccc4n(C)c2=O)C(=O)c2ccccc2-3)cc1,0.1,-4.8,4.6,2.0,-46.3,51.7*,11.3,-1.78,-9.6
COc1ccc(C(=O)N2CCCC(c3nc(-c4cc(OC)c(OC)c(OC)c4)no3)C2)cc1 (stereo unspecified),-0.8,1.2,-0.7[fluorescence artefact?],-0.3,-13.2,-6.2,-2.6,0.0355,-9.6
Cc1n[nH]c(C)c1Sc1ccccc1N=Cc1cc([N+](=O)[O-])ccc1O,1.0,-2.2,1.0,0.8,-1.3,-54.8,-3.8,0.32,-1.4
Clc1ccc(C(c2ccccc2)N2CCN(c3ccccn3)CC2)cc1 (stereo unspecified),0.6,-2.1,2.5,0.5,7.9,-2.5,14.6,0.169,-9.9
CCn1c(=N)n(CCOc2ccc(OC)cc2)c2ccccc21,-0.8,0.6,-1.4,-0.3,1.9,-7.9,-5.3,0.833,-18.6
COC(=O)CCN(C(=O)C12CC3CC(CC(C3)C1)C2)c1ccccn1,-2.2,-2.1,-8.1,0.1,-1.2,-20.4,1.9,·,-30.2
CC1=CCC2C(=O)N(c3ccc4ccccc4n3)C(=O)C2C1 (stereo unspecified),-0.4,-1.0,-3.5,-0.3,-40.0,-41.9,4.0,-1.53,-8.9

# Sorted by formula weight (smallest number first): three of the compounds above.
SMILES,PERK inhibitor,TNF necrop inh,eIF4E 4G PPI,zVAD death inh,m-calpain inh,EBV gp42 block,Rad51 HR inh,KCC2 mod,Mdm2 ligase inh
COc1ccccc1C(=O)NNC(=O)c1ccccc1[N+](=O)[O-],-0.6,1.4,-1.2,0.3,22.4,-0.9,-11.4,0.795,-8.1
Clc1ccc(C(c2ccccc2)N2CCN(c3ccccn3)CC2)cc1 (stereo unspecified),0.6,-2.1,2.5,0.5,7.9,-2.5,14.6,0.169,-9.9
CN(C)c1ccc(Nc2c3c4c(cccc4n(C)c2=O)C(=O)c2ccccc2-3)cc1,0.1,-4.8,4.6,2.0,-46.3,51.7*,11.3,-1.78,-9.6

# Continuation.
SMILES,PERK inhibitor,TNF necrop inh,eIF4E 4G PPI,zVAD death inh,m-calpain inh,EBV gp42 block,Rad51 HR inh,KCC2 mod,Mdm2 ligase inh
COc1ccc(S(=O)(=O)Nc2ccc(-n3cccc3)cc2)cc1,0.2,6.9,2.0,1.1,-2.8,5.7,13.8,0.105,-6.2
COc1ccc(C2(O)CCN(C(=O)c3ccc4c(c3)OCO4)CC2)cc1,0.5,1.2,-1.5,0.9,14.0,-2.5,2.9,0.0747,0.3
CCn1c2ccccc2c2cc(NC(=O)c3coc(=O)c(Br)c3)ccc21,0.7,-26.1,22.3,-0.7,-29.2,97.4*,-391.8,-2.01,-12.2
CCCCn1c(O)c(/C=C2\C=NN=C2c2ccccc2)sc1=S,1.5,-0.8,-1.3,-0.3,15.1,20.9,-4.5,-0.0213,-17.7
Nc1ccc2nc3c(c(Cl)c2c1)CCCC3,0.0,-11.0,-3.6,6.1,-259.3,-1.2,·,0.0334,-3.3
CCOc1cc(N2CCOCC2)c(OCC)cc1NC(=O)Cn1[nH]c(=O)c2ccccc2c1=O,1.6,-6.5,0.1,0.1,-100.9,-11.9,-7.7,0.588,-1.9
O=C(OCc1cc(Cl)ccc1OC(F)F)c1cncc(Br)c1,1.0,0.9,-4.4,-0.2,11.6,-4.5,-7.8,0.479,-11.2
CC1(C(=O)NC(=S)NNC(=O)c2ccncc2)CCCCC1,0.9,-1.4,-1.0[fluorescence artefact?],0.1,19.4,3.3,12.6,2.84,9.4
CCCCn1c(SCn2nnc3ccccc3c2=O)nc2cc(S(N)(=O)=O)ccc21,-1.9,-0.5,2.0,0.0,-39.2,-3.8,-10.0,-0.697,-15.8
CCOc1ccc(S(=O)(=O)c2c(C(=O)c3ccccc3)cnc3cc4c(cc23)OCCO4)cc1,-0.8,-2.4,18.9,-0.7,-80.0,-17.1,8.1,0.0844,-10.3
O=C(/C=C/c1ccc(F)cc1)NCCC1=CCCCC1,0.7,-1.0,0.8,0.6,5.7,0.1,-1.5,-2.04,-7.1
CC(CCc1ccccc1)NC(=O)CN(C)Cc1ccccc1F (stereo unspecified),0.2,2.0,0.5,-1.0,11.8,-5.2,-5.2,-2.19,-14.5
CC(C)CNC(=O)NC(=O)COC(=O)c1cc(F)cc(F)c1,1.4,0.6,1.9,-0.8,-12.3,-18.3,20.2,0.792,-13.1
Cc1ccc(C)c(S(=O)(=O)Nc2ccc(O)c(Sc3ncn[nH]3)c2)c1,1.3,0.2,6.7,-0.1,-2.2,-25.6,-7.0,0.875,0.5
C[C@@H]1CN=C2N(CCNC(=O)CCC3CCCCC3)[C@H](Cc3ccc(O)cc3)CN21,0.6,0.1,23.1,-1.0,5.6,-14.1,2.6,0.888,·
CC(=O)N1CCc2cc(C(=O)CN3CCCN(Cc4ccc(F)cc4)C3)ccc21,0.6,-1.7,-0.9,-0.8,10.7,-19.8,2.0,0.316,-8.6
CCC(C)NC(=O)C1CCN(S(=O)(=O)c2cccs2)CC1 (stereo unspecified),1.1,-0.3,6.2,0.9,13.2,-9.2,-10.5,0.778,-7.1
O=C(Cn1cnc2scc(-c3cccc([N+](=O)[O-])c3)c2c1=O)NCc1ccco1,0.4,1.2,18.6,1.3,-118.5,66.2*,7.1,-0.418,-10.6
CCCCNS(=O)(=O)c1ccc2c(c1)oc(=O)n2CC(=O)OCC,1.6,0.1,-2.5,0.3,-12.3,-22.6,-6.0,·,-18.0
c1ccc(-n2c(SCc3nc(-c4cccs4)no3)nnc2-c2ccco2)cc1,-0.7,-1.5,4.8,-0.8,0.9,-9.2,-11.8,·,5.6
O=S(=O)(/N=C(/Nc1ccccn1)c1ccccc1)c1ccc(Cl)cc1,-0.3,-3.6,-0.6,-0.5,22.6,-2.2,3.5,-0.701,-11.5
COc1cccc(NC(=O)Cn2cc3c(n2)CCCCC3)c1,1.5,1.0,3.2,0.5,15.8,-12.5,2.8,0.311,-6.7
CC(=O)c1ccc(NC(=O)N2CCN(c3cccc(Cl)c3)CC2)cc1,-0.4,0.0,-3.9,0.0,-8.2,-8.1,-5.2,·,-8.7
COc1ccc(CNC(=O)NC(C)(C)c2cccc(C(C)(C)NC(=O)NCc3ccc(OC)cc3)c2)cc1,-0.1,1.8,-1.6,0.6,29.9,-8.7,-2.7,1.1,-49.5
O=[N+]([O-])c1cccc(-c2noc(-c3cccs3)n2)c1,1.4,3.7,3.5,0.7,-7.5,-13.1,·,-0.644,-16.1
COc1ccc(NC(=S)N(CCN2CCOCC2)Cc2ccccc2F)cc1,-0.1,0.7,-6.4,1.3,6.6,-5.4,-1.8,0.255,-13.3
O=C(COc1ccc(-c2nnco2)cc1)NCc1ccccc1Cl,0.1,-2.3,6.3[fluorescence artefact?],1.6,-3.3,-1.8,9.6,0.969,-11.9
COc1ccc(NC(=S)Nc2ccc3cn[nH]c3c2)cc1,0.3,-0.4,-5.0,2.1,-12.7,-2.9,0.0,0.721,-11.9
NC1=NC(=O)/C(=C\c2cccs2)S1,0.7,-3.7,-4.9,0.2,3.1,-16.3,3.2,·,-1.5
COc1ccc(C2(O)CCN(CC(=O)Nc3nc(-c4ccccc4)cs3)CC2)cc1,-0.4,-0.7,-4.8,7.1,-57.0,-8.5,0.1,-0.93,-7.0

# Some of these compounds in order of the m-calpain inh value, highest first:
SMILES,m-calpain inh
COc1cccc(NC(=O)Cn2cc3c(n2)CCCCC3)c1,15.8
CC(C)CNC(=O)NC(=O)COC(=O)c1cc(F)cc(F)c1,-12.3
CCOc1ccc(S(=O)(=O)c2c(C(=O)c3ccccc3)cnc3cc4c(cc23)OCCO4)cc1,-80.0

# Going on with the list:
SMILES,PERK inhibitor,TNF necrop inh,eIF4E 4G PPI,zVAD death inh,m-calpain inh,EBV gp42 block,Rad51 HR inh,KCC2 mod,Mdm2 ligase inh
CCOc1ccc(-c2ccc(SCC(=O)NCC3CCCO3)nn2)cc1 (stereo unspecified),0.6,-1.1,5.2,-0.2,-0.4,-4.9,-25.8,0.305,-17.8
Cc1nn(-c2c(Cl)cc(Cl)cc2Cl)c(=O)c2ccccc12,-1.0,-0.9,5.8[fluorescence artefact?],0.3,4.0,-14.0,·,-0.131,-1.2
CC(NC(=O)C1CCC(CNS(=O)(=O)c2ccccc2)CC1)c1ccc2c(c1)OCCO2 (stereo unspecified),-0.4,2.8,-0.9,2.0,18.5,6.5,6.1,-0.074,-12.7
CC(=O)Nc1ccc2nc(NC(=O)CCc3ccccc3)sc2c1,-0.9,4.2,1.6,0.0,12.7,6.5,-3.1,-0.859,-37.5
O=C(NCCCN1CCN(CCCNC(=O)c2cccc([N+](=O)[O-])c2)CC1)c1cccc([N+](=O)[O-])c1,0.1,3.2,0.2,0.1,-2.3,-16.3,·,0.314,-6.5
O=C(CSc1nnc(-c2ccc(F)cc2)c2ccccc12)Nc1cccc(Cl)c1,0.4,3.0,-1.9,0.8,-75.8,-13.0,-8.3,0.247,-8.2
COc1cccc(NC(=S)N/N=C2/CCCCc3ccccc32)c1,-0.1,-0.3,-2.9,0.1,8.6,-6.4,-2.2,23.9*,-10.9
COCCn1nnnc1C(c1cc(OC)ccc1OC)N1CCc2ccccc2C1 (stereo unspecified),0.0,-0.2,-0.8,0.0,21.2,6.0,10.1,0.216,-7.9
O=C(C1CCCN1S(=O)(=O)c1cccc2cccnc12)N1CCc2ccccc2C1 (stereo unspecified),-0.9,-0.5,-7.6,-0.4,15.2,-10.0,2.9,0.612,-6.5
Cc1ccc(NC(=S)Nc2ccccn2)c(C)c1,-0.8,-1.4,1.3,1.1,22.7,-5.2,10.9,3.32,-19.8
Cc1nn(-c2ccccc2)c(Cl)c1/C=N/Nc1nc2ccccc2n1C,-1.2,2.6,-1.6,·,-7.2,4.7,·,-0.714,-5.4
O=C(Nc1ccccc1N1CCOCC1)c1cc(Br)c(Br)s1,1.1,0.0,-2.7,0.4,8.0,16.9,22.4,1.54,-18.0
CCc1ccc(NC(=O)COC(=O)c2ccc(Cl)c(S(=O)(=O)N3CCCCCC3)c2)cc1,0.2,1.3,-2.9,1.3,21.1,-24.4,-5.3,-0.116,-13.8
CC(=O)OCC1=C(C(=O)O)N2C(=O)C(NC(=O)C(C)Cn3cc(Cl)cn3)C2SC1 (stereo unspecified),-0.3,-0.4,0.6,5.5,-4.5,1.6,0.8,-0.152,-9.4
CCN(CC)CCCNC(=O)c1ccc2c(=O)n(Cc3ccc4c(c3)OCO4)c(=S)[nH]c2c1,1.5,0.8,1.1,42.3,-24.0,-1.9,7.0,-0.0799,-0.3
O=[N+]([O-])c1ccc(Cc2nnc(-c3ccccc3Cl)o2)cc1,1.2,-0.1,-2.7,-0.2,6.7,-11.1,-19.4,-2.53,-37.9
CCOC(=O)c1nn(-c2ccc(F)cc2)c2c1CC/C2=C/c1ccccc1,1.3,1.3,5.3,1.2,-162.7,-9.1,7.2,1.51,-12.8

# Screens from PubChem.
